AmpC det inh = Promiscuous and Specific Inhibitors of AmpC Beta-Lactamase (assay with detergent). AID 584, 2007. 71,000 compounds, 0.09% hits. P00811. purified AmpC, nitrocefin hydrolysis with detergent. Potency, µM (series often up to 28.7 µM), for the others: top-dose activity change, negative = inhibition; active = well fitted curve in the direction sought with a large enough effect
Target sequence (P00811 whole entry, looked up): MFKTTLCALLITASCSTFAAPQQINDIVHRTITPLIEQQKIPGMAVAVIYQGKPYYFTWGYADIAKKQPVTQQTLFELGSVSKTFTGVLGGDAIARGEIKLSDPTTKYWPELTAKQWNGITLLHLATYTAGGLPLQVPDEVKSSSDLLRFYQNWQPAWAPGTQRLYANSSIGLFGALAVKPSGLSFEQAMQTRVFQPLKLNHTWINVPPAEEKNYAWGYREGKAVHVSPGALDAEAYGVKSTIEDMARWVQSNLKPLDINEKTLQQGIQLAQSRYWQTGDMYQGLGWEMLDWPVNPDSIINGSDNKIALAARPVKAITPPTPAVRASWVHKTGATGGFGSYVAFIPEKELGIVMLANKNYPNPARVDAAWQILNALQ
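E. coli AmpC (5.3 nM) in 20 mM phosphate pH 7.0 with 0.01% Triton X-100, preincubated 15 min RT with compound; nitrocefin (2 uL of 800 uM stock) hydrolysis followed by 480 nm absorbance every 20 s over 4 min.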
* hit, by the source's call; [ ] = dose if it differs, or a comment. % is set by controls: 0 for no effect and ±100 for the full control effect; potency is the fitted concentration of half-maximal effect. This is a subset; the hit share may differ from the screen's.

SMILES	AmpC det inh
CCCn1c(CCc2ccccc2)nnc1SCC(=O)N1CCOCC1	-5%
CCC[C@H]1C[C@H](C(=O)N[C@@H]([C@H]2O[C@@H](SC)[C@@H](O)[C@@H](O)[C@@H]2O)[C@H](C)Cl)N(C)C1	-3%[12.8 µM]
Cc1cc(C)n2c(SCC#N)nnc2n1	14%
O=C(c1ccccc1F)N1CCN(c2ccccc2)CC1	-1%
CCCCCCC[n+]1ccc(-c2cc[n+](CCCCCCC)cc2)cc1	-2%
CN(CCO)C(=O)CCC(=O)Nc1ccc(S(N)(=O)=O)cc1	0%
CC/C=C/C/C=C/C/C=C/CCCCCCCC(=O)OCC	9%
CCC(=O)c1ccc(OCC(O)CN2CCOCC2)cc1 (stereo unspecified)	-3%
CC(=O)Nc1ccc(NC(=O)CNS(=O)(=O)c2ccc(C)cc2)cc1	-6%
CCCC(=O)Nc1ccccc1N1CCN(C(=O)C(C)C)CC1	0%
Cc1ccc(-c2cc(-c3nnc(SCC(=O)N(C)CCC#N)n3N)c3ccccc3n2)cc1	-2%
O=C(Oc1ccc(OC(=O)N2CCCCC2)cc1)c1ccccc1	-5%
O=C(c1nc2ccccc2s1)N1CCN(c2ccccn2)CC1	-3%
COCCNC(=O)C(c1ccc(C)o1)N(Cc1ccc(F)cc1)C(=O)Cn1nnc2ccccc21 (stereo unspecified)	-3%
Cc1c(C(=O)Nc2ccc(F)cc2)oc2ccc(S(=O)(=O)N3CCCC3)cc12	4%
COC(=O)c1oc2c(c1C)C1(CCC2)SCCS1	0%
COc1ccc(CNc2cc(-c3cccc(NS(C)(=O)=O)c3)ncn2)c(OC)c1	12%
CC(/C=C/c1ccccc1)NC(N)=O (stereo unspecified)	6%
O=C(Cn1c(=O)n(Cc2ccc3c(c2)OCO3)c(=O)c2ccccc21)N1CCCc2ccccc21	9%
Cn1cnc2c1c(=O)n(CC(O)CO)c(=O)n2C (stereo unspecified)	-1%
CN1/C(=C\C(=O)c2cccs2)Sc2ccccc21	-3%
N#CCc1ccccc1[N+](=O)[O-]	9%
N#CC1=C(N)Oc2n[nH]c(-c3cccs3)c2C1c1ccsc1 (stereo unspecified)	18%
Cn1c(=O)[nH]c(=O)c2c1nc(NCc1ccccc1)n2CCCc1ccccc1	16%
Cc1c(C)c2ccc(OCc3ccc(C(=O)O)o3)c(C)c2oc1=O	-2%
COc1ccc(Cc2nc3ccc(S(N)(=O)=O)cc3[nH]2)cc1OC	-4%
CCCn1c(SCC(=O)N2CCN(c3ccccc3)CC2)nc2ccccc2c1=O	-5%
CCCOC(=O)[C@@H]1[C@@H](C(=O)O)[C@H]2CC[C@@H]1O2	-2%[5.75 µM]
CCNC(=S)NCC	-1%
COc1cc(NC(=O)CN2c3cccc4cccc(c34)S2(=O)=O)cc(OC)c1OC	-2%
CC(C)(C)NC(=O)Cn1c(SCC(=O)NCc2cccs2)nc2ccccc21	0%
CCOC(=O)N1CCN(Cc2ccccc2F)CC1	-4%
CCOc1ccc2nc(NC(=O)CSc3nnnn3C3CCCCC3)sc2c1	-1%
O=C(Oc1ccccc1)N1CCC2(CC1)CN(c1ncccn1)C2	1%
COc1cc(OC)c(NC2c3ccccc3C(=O)N2c2cc(C)ccn2)cc1Cl (stereo unspecified)	9%
Cc1cc(/C=N/n2cnnc2)c(C)n1-c1ccc(OCc2ccc(F)cc2)cc1	-3%
CCOC(=O)Cn1nc(-c2ccc(Cl)cc2)ccc1=O	0%
C#C[C@@]1(OC(C)=O)CC[C@@H]2[C@@H]3CCC4=C[C@@H](OC(C)=O)CC[C@H]4[C@H]3CC[C@]21C	1%[12.8 µM]
O=C(NCCN1CCOCC1)c1cc(-c2ccc(O)cc2)on1	5%
COC(=O)c1c(N=CN(C)C)c(C#N)c2n1CCCC2	1%
CCOC(=O)C1=C(N)n2c(s/c(=C\c3ccco3)c2=O)=C(C(=O)OCC)C1c1ccco1 (stereo unspecified)	-1%
Cc1cc(=O)n(CC(C)C)c(O)c1C#N	-5%
O=C(Cn1cc2c(n1)CCCC2)Nc1cc(-c2cccc(Cl)c2)no1	3%
COCCCNC(=O)c1c(N)n(-c2cccc(S(N)(=O)=O)c2)c2nc3ccccc3nc12	-5%
C[C@@H]1C[C@H](O)c2cc(Cl)ccc2N1	-2%
CCOc1ccc(OCC)c(NC(=O)c2[nH]c(C)c(C(C)=O)c2C)c1	-2%
CN(C)S(=O)(=O)CC12CCC(CC1=O)C2(C)C (stereo unspecified)	-2%
CCC1CCc2c(sc3ncnc(N4CCOCC4)c23)C1 (stereo unspecified)	1%
COc1ccccc1N(CC(=O)Nc1cccnc1)S(C)(=O)=O	0%
CCOC(=O)/C(C(C)=O)=C1\OC(=O)c2ccccc21	7.9µM*
N#CC1=C(N)OC2=C(C(=O)CCC2)C1c1ccncc1 (stereo unspecified)	14%
CCCn1c(SCC(=O)Nc2cccc(NC(C)=O)c2)nnc1C(C)C	1%
CCc1nnc(NC(=O)C2Cc3ccccc3C(=O)O2)s1 (stereo unspecified)	9%
COc1cc(OC)c(-c2nn3c(-c4ccco4)nnc3s2)cc1OC	-4%
CCSc1nc2c(c(=O)[nH]1)C(c1ccncc1)C(C(=O)OC(C)C)=C(C)N2 (stereo unspecified)	-2%
Cc1cc(C(=O)NCc2cccnc2)cs1	-1%
Cc1oc(-c2ccccc2F)nc1CN1CCC(C(=O)NC2CCCCCCC2)CC1	11%
CCOc1ccc(C2C=C(c3ccc(F)cc3)Nc3ncnn32)cc1 (stereo unspecified)	-2%
CS(=O)(=O)N(CC(=O)NCC1CCCO1)c1cc(Cl)ccc1Cl (stereo unspecified)	11%
CCO/C=C/C(=O)N(C)CCC#N	1%

Entries from the list above that have a Cl atom (6):
SMILES	AmpC det inh
CCC[C@H]1C[C@H](C(=O)N[C@@H]([C@H]2O[C@@H](SC)[C@@H](O)[C@@H](O)[C@@H]2O)[C@H](C)Cl)N(C)C1	-3%[12.8 µM]
COc1cc(OC)c(NC2c3ccccc3C(=O)N2c2cc(C)ccn2)cc1Cl (stereo unspecified)	9%
CCOC(=O)Cn1nc(-c2ccc(Cl)cc2)ccc1=O	0%
O=C(Cn1cc2c(n1)CCCC2)Nc1cc(-c2cccc(Cl)c2)no1	3%
C[C@@H]1C[C@H](O)c2cc(Cl)ccc2N1	-2%
CS(=O)(=O)N(CC(=O)NCC1CCCO1)c1cc(Cl)ccc1Cl (stereo unspecified)	11%

Already shown: 3 of the compounds above.
SMILES	AmpC det inh
CCOc1ccc(OCC)c(NC(=O)c2[nH]c(C)c(C(C)=O)c2C)c1	-2%
CN(C)S(=O)(=O)CC12CCC(CC1=O)C2(C)C (stereo unspecified)	-2%
CCC1CCc2c(sc3ncnc(N4CCOCC4)c23)C1 (stereo unspecified)	1%

Next section
SMILES	AmpC det inh
CCCC[C@H](CC)CN=C(N)NC(N)=NCCCCCCN=C(N)NC(N)=NC[C@@H](CC)CCCC	-3%[12.8 µM]
CCN1CCN(S(=O)(=O)c2ccc3[nH]c(=O)oc3c2)CC1	11%
N#Cc1nc(COc2cccc(Cl)c2)oc1NCc1ccco1	13%
CC(C)c1ccc(NC(=O)C2CC(=O)N=C(N)S2)cc1 (stereo unspecified)	-3%
C=CCSc1nnc2c(n1)OC=Nc1ccc(Br)cc1-2	-3%
O=C(Nc1ccc(O)cc1)c1cc(S(=O)(=O)N2CCCC2)ccc1Cl	5%
CCOC(=O)c1cccc(NC(=O)CSc2nc3ccccc3c(=O)n2CCOC)c1	-2%
Cc1ccc(C(OC(=O)c2ccco2)C(=O)NCc2cccs2)cc1 (stereo unspecified)	-3%
Cc1ccc(S(=O)(=O)N2CCCC(NC(=O)N3CCN(c4ccccc4)CC3)C2)cc1 (stereo unspecified)	-1%
O=C(CC(c1ccc(F)cc1)c1ccco1)N1CCOCC1 (stereo unspecified)	-3%
O=C(Cn1nnc(-c2ccc(OCc3ccccc3F)cc2)n1)N1CCOCC1	-5%
Cc1ccc(C=NCc2ccncc2)c(O)c1	9%
c1ccc2c(c1)nnn2CN1CCOCC1	-4%[5.75 µM]
CC(=O)N1CCN(c2ccc(NC(=O)c3ccc(C(C)(C)C)cc3)cc2)CC1	7%
O=C(CCCCCN1C(=O)c2ccccc2C1=O)NCc1ccccn1	-4%
Cc1csc(/C(=N\O)c2csc(C)n2)n1	-1%
COc1ccccc1N1CCN(C(=O)C2C3C=CC4(CN(Cc5ccccc5Cl)C(=O)C24)O3)CC1 (stereo unspecified)	-2%
CC(=O)c1ccc(NS(=O)(=O)c2cccc(C)c2)cc1	-4%
CCOc1ccccc1NC(=O)NC1(C(=O)N2CCN3CCCC3C2)CCCCC1 (stereo unspecified)	10%
CN(c1ccccc1C(=O)Nc1cccc(C(F)(F)F)c1)S(C)(=O)=O	-6%
COCc1nnc(NC(=O)c2sc3ccccc3c2Cl)s1	-5%
CCOc1ccc(Nc2oc(-c3ccco3)nc2C#N)cc1	-7%
COc1ccc(NC(=O)c2ccc(NS(=O)(=O)c3c(C)noc3C)cc2)cc1OC	0%
O=C(Nc1ccc2c(c1)OCO2)Oc1ccccc1	-8%
COc1cccc(NC(=O)CCSc2nnc3scc(-c4ccccc4)n23)c1	0%
O=C(CC(C(=O)N1CCc2ccccc21)n1ccnc1)NCC1CCCO1 (stereo unspecified)	0%
Cc1cc(N2CCN(S(=O)(=O)c3ccc(Cl)cc3)CC2)c2ccccc2n1	-4%
COCCNC(=O)C(c1cccs1)N(C(=O)Cn1nnc2ccccc21)c1cccc(C(C)=O)c1 (stereo unspecified)	-3%
COc1cc(CC(=O)Nc2ccc(S(=O)(=O)Nc3ncccn3)cc2)cc(OC)c1OC	2%
Cc1ccc(Cl)cc1N1CCN(C(=O)CN2C(=O)c3cccc4cccc2c34)CC1	-4%
COC(=O)[C@H](Cc1ccccc1)NC(=O)Nc1ccc(S(N)(=O)=O)cc1	-6%
Cc1nnc(SCC(=O)Nc2ccccc2N2CCOCC2)s1	-7%
COc1cc(OC)cc(N(C(=O)c2ccco2)C(C(=O)NC2CCCC2)c2ccc(N(C)C)cc2)c1 (stereo unspecified)	16%
NNC(=O)c1ccc(OCc2nc3ccccc3[nH]2)cc1	-3%[5.75 µM]
CC(C)NC(=O)c1cnc(N2CCN(c3ccccn3)CC2)c2ccccc12	-2%
Cc1ccnc(NS(=O)(=O)c2ccc(N=[N+]=[N-])cc2)n1	-4%[5.75 µM]
Cc1cc(NC(=O)CCC(=O)N2CCC3(CC2)OCCO3)no1	-2%
CCC(=O)N(Cc1cc2ccccc2[nH]c1=O)C(C)C	-2%
CCOc1ccc(OCC)c(NC(=O)CN2CCN(c3cccc(C)c3)C(C)C2)c1 (stereo unspecified)	0%
Cc1ccc(-c2c3c(=O)n(C)c(=O)n(C)c3cn2Cc2ccccn2)cc1	-5%
c1cc(CNc2ccc3c(c2)OCCO3)ccn1	-5%
Cc1cccc(N(CC(N)=O)S(C)(=O)=O)c1C	-5%
C=CCNC(=O)c1cc(-c2ccccc2O)on1	4%
CCCc1nnc(NC(=O)CCCC(=O)O)s1	-2%
O=C(c1ccco1)N1CCN(c2cc(C(F)(F)F)nc3ncnn23)CC1	10%
C[C@@H](C(=O)NCc1nc2ccccc2[nH]1)[C@@H]1C[C@@]1(C)[C@@H](NC(=O)OCc1ccccc1)c1ccccc1	-1%
O=C(Nc1cccc(S(=O)(=O)c2cccc(NC(=O)C3CC3)c2)c1)C1CC1	-2%
Nc1cccc2c1C(=O)N(C(=O)c1ccc(S(=O)(=O)N3CCCCCC3)cc1)C2=O	-2%
CCc1n[nH]c(=O)n1Cn1c(CC)n[nH]c1=O	-4%
Cc1ccc(-c2nn3c(C)nnc3s2)cc1NC(=O)c1ccco1	14%
Cc1cc(=O)n(CC(C)O)c(O)c1C#N (stereo unspecified)	8%
COc1ncc2ncc(=O)n(C3CC3)c2n1	15%
Clc1ccc(Cn2cc(/C=N/n3cnnc3)c3ccccc32)cc1	0%
Cc1nnc(SCC(=O)Nc2sc3c(c2C#N)CCCC3)[nH]c1=O	-2%
O=C(CN1CCOCC1)c1ccc2cc[nH]c2c1	13%
COc1cccc(-c2nc(CS(=O)(=O)CC(=O)NCCCN3CCc4ccccc4C3)c(C)o2)c1	3%
COc1ccc(N2C(=O)CC(N3CCCC4CCCCC43)C2=O)cc1 (stereo unspecified)	0%
O=C(CCn1nnc2ccccc2c1=O)N[C@@H](Cc1ccccc1)C(=O)O	0%
c1ccc(C2=Nn3c(nnc3-c3ccncc3)SC2)cc1	-4%
C=CCn1c(C)cc(C(=O)COC(=O)C2CC(=O)N(Cc3ccccc3)C2)c1C (stereo unspecified)	-1%

As entered above:
O=C(Nc1ccc2c(c1)OCO2)Oc1ccccc1 in AmpC det inh reads -8%
Cc1ccc(-c2nn3c(C)nnc3s2)cc1NC(=O)c1ccco1 in AmpC det inh reads 14%
Cc1cc(=O)n(CC(C)O)c(O)c1C#N (stereo unspecified) in AmpC det inh reads 8%
CCC1CCc2c(sc3ncnc(N4CCOCC4)c23)C1 (stereo unspecified) in AmpC det inh reads 1%

The main list resumes, repeating the four entries before the break.
SMILES	AmpC det inh
COc1ccc(N2C(=O)CC(N3CCCC4CCCCC43)C2=O)cc1 (stereo unspecified)	0%
O=C(CCn1nnc2ccccc2c1=O)N[C@@H](Cc1ccccc1)C(=O)O	0%
c1ccc(C2=Nn3c(nnc3-c3ccncc3)SC2)cc1	-4%
C=CCn1c(C)cc(C(=O)COC(=O)C2CC(=O)N(Cc3ccccc3)C2)c1C (stereo unspecified)	-1%
Cc1ccc2c(c1)NC(=O)C(CC(=O)NCCCN1CCCC1=O)O2 (stereo unspecified)	13%
COCc1nc(-c2ccc(-c3ccccc3)nc2OC)no1	6%
CCOC(=O)C(C)c1nn(C)c(=O)c2ccccc12 (stereo unspecified)	2%
CN(Cc1ccccc1)C(=O)C1CCN(Cc2ccc(F)cc2)CC1	-6%
CCCc1nc(-c2ccc(-c3ccc(F)cc3)cc2)no1	1%
Cn1c(SCC(=O)Nc2ccc3c(c2)oc2ccccc23)nnc1-c1ccccc1	-3%
Cc1cc(C)nc(N2CCCC(C(=O)Nc3ccc4nc(C)c(C)nc4c3)C2)n1 (stereo unspecified)	2%
Cn1c(SCc2cc(=O)n3cc(Br)ccc3n2)nnc1C1COc2ccccc2O1 (stereo unspecified)	-3%
CCCCc1nc2c(=O)[nH]c3ccccc3c2o1	-1%

Bioassay records as filed in PubChem.
